Source: PubChem BioAssay (several laboratories)
TRPC4 PAM: positive allosteric modulators of TRPC4, primary screen, cell-based, mouse TRPC4beta, HEK293 mu-opioid, Fluo-4 calcium. Short transient receptor potential channel 4 (Mus musculus), Q9QUQ5. B-score at 10 µM. AID 2227, 2009. actives 0.42% (n = 310,000). DAMGO EC20, Fluo-4 Ca2+ flux; stronger effect = higher value;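 active means B-score of calcium response area above 5 SD of library B-scores, with initial fluorescence ratio within 5 SD of library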;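 further: B-score of integrated fluorescence ratio over time as area under calcium response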
Target sequence (Q9QUQ5 whole entry, looked up): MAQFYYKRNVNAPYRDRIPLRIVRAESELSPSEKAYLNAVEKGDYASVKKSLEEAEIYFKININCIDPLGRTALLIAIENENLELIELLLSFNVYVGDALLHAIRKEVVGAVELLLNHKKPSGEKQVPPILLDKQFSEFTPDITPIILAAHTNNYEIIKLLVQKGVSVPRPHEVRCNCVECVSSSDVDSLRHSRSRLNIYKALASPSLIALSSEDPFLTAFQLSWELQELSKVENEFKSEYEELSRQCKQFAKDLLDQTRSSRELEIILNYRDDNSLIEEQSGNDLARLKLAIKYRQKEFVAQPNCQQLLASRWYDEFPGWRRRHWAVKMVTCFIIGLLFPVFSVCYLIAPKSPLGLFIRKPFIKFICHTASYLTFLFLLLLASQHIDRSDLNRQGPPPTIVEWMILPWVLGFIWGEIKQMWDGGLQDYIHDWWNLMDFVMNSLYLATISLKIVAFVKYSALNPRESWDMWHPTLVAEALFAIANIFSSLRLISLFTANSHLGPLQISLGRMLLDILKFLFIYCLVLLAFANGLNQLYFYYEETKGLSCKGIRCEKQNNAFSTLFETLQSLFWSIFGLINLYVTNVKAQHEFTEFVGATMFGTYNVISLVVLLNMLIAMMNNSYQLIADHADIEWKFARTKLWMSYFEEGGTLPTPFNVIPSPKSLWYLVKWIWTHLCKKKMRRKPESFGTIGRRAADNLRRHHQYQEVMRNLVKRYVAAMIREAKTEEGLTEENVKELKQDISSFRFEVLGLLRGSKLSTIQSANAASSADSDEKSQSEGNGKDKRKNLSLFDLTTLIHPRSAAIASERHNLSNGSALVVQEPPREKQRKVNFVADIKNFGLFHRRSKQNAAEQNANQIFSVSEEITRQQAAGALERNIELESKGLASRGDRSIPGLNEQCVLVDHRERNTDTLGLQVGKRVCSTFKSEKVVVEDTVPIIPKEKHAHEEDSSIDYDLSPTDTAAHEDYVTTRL
KCNK3 block: human KCNK3 channel inhibitors, primary screen, CHO cells, FluxOR thallium flux, B-score; Potassium channel subfamily K member 3 (Homo sapiens), O14649; FluxOR fluorescence; stronger effect = lower value; B-score at 10 µM; actives 0.84% (n = 340,000);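 active means B-score under library mean minus 4 SD, starting fluorescence ratio at most library mean plus 5 SD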;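 further: more negative B-score means stronger inhibition of thallium flux through KCNK3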
DYRK1A inh: rat Dyrk1A kinase inhibitors, primary screen, biochemical, single point, plate reader | AID 504441, 2011 | actives 0.43% (n = 310,000) | ADP-Glo luminescence, NFATc1 peptide | inhibition, % at 12.5 µM; in the data active means inhibition above about 50%;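 further: plate controls were vehicle with enzyme for no effect and no enzyme for full effect; many of its hits are not listed in these tables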
KCNK9 inh: KCNK9 potassium channel inhibitors, primary screen, HEK293 cells, thallium flux; Potassium channel subfamily K member 9 (Homo sapiens), Q9NPC2; actives 1.2% (n = 310,000); FluxOR thallium flux fluorescence; stronger effect = lower value; B-score at 10 µM;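 active means ratio B-score over 3 SD below the library mean, with starting fluorescence within 5 SD of its mean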;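 further: negative B-score means less thallium flux so channel inhibition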
TRPC4 block: inhibitors of mouse TRPC4 channel, primary screen, Fluo4 calcium, HEK293 TRPC4beta/mu-opioid cells; AID 2247, 2010; DAMGO-evoked Fluo4 calcium flux; stronger effect = lower value; B-score at 10 µM; Short transient receptor potential channel 4 (Mus musculus), Q9QUQ5; actives 0.39% (n = 300,000);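 active means B-score over 3 SD under the library average, no early fluorescence shift, positive overall ratio signal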
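test system = HEK293 cells with stable TRPC4beta plus mu-opioid receptor expression | detection = Fluo4 Ca2+ flux fluorescence | read-out = integrated fluorescence ratio relative to baseline, converted to per-well B score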
KCNQ1 pot: potentiators or activators of KCNQ1 channel, primary screen, cell-based, thallium flux, high-throughput. Potassium voltage-gated channel subfamily KQT member 1 (Homo sapiens), P51787. actives 0.35% (n = 310,000). CHO-K1 KCNQ1, thallium flux FluxOR fluorescence; stronger effect = higher value. B-score at 10 µM;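 active means fluorescence ratio B-score, a plate-corrected score, at least three library SD, with initial intensity B-score within 5 SD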
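Assay system: stable KCNQ1 CHO-K1 line; medium: assay buffer, equal DMSO in all wells; timing: 90 min dye loading and 20 min compound exposure, both at room temperature; technique: kinetic FluxOR thallium fluorescence, 10-s 1-Hz baseline, 110-s post-stimulus read; read-out basis: B score of baseline-normalized fluorescence ratio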
PolyA inh: polyadenylation inhibitors in yeast reporter cells, primary screen, luminescence, S. cerevisiae. S. cerevisiae SKY197-pL101 polyadenylation reporter, beta-gal luminescence; efflux-impaired pdr1/pdr3 knockout yeast; score 100 = 6 SD above DMSO. calls only at 12 µM. actives 0.02% (n = 300,000);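 active means lowest replicate activity score at least 50, where 100 means six control SD above control mean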;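 further: yeast exposed to compound for 9 h at 30 °C; higher score means more reporter readthrough which indicates perturbed polyadenylation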
hERG protect: hERG rescue from dofetilide block, primary screen, cell-based, CHO-hERG, FluxOR thallium flux, dofetilide IC70 | Voltage-gated inwardly rectifying potassium channel KCNH2 (Homo sapiens), Q12809 | actives 0.51% (n = 310,000) | activation (rescue from dofetilide block), less the hit threshold, % at 10 µM | dofetilide IC70 present;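 active means activation above the mean of controls blocked by dofetilide plus 5 SD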;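 further: thallium influx through hERG after potassium depolarization seen as dye fluorescence rise; in these data hits start at about 4.7%; inactives centre near -7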
KCNQ1 block: inhibitors of human KCNQ1 channel, primary screen, cell-based, thallium flux, high-throughput; Potassium voltage-gated channel subfamily KQT member 1 (Homo sapiens), P51787; CHO-K1 KCNQ1, FluxOR thallium flux fluorescence; stronger effect = higher value; B-score at 10 µM; actives 1.3% (n = 310,000); AID 2642, 2010;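 active means compounds whose thallium flux B-score, printed positive for inhibition, exceeds three library SD while starting fluorescence stays within three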;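 further: channel opened by potassium depolarization with thallium stimulus after 20 min compound exposure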
TRPC4 agonist: activators of mouse TRPC4 channel, primary screen, Fluo4 calcium, HEK293 TRPC4beta/mu-opioid cells. Fluo4 calcium fluorescence; stronger effect = higher value. B-score at 10 µM. AID 2237, 2010. actives 0.49% (n = 310,000);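 active means B-score above 5 SD of library B-scores, and initial fluorescence ratio not above library mean plus 5 SD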;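 further: positive B-score marks a calcium rise read as TRPC4 activation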
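Assay system: HEK293 stable line with TRPC4beta plus mu-opioid receptor; schedule: 45 min room-temperature Fluo4 loading, 110 s read; technique: kinetic Fluo4 calcium fluorescence; evaluation: integrated baseline-normalised fluorescence ratio, converted to per-well B score; controls: buffer (low) and maximal DAMGO (high)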
Platelet DG rel: inhibitors of platelet dense granule secretion, primary screen, cell-based, MLPCN, human platelets; actives 0.22% (n = 300,000); human platelet-rich plasma, SFLLRN dense granule ATP release, luminescence; AID 1663, 2009; inhibition, %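 (compounds screened at 7.5 µM in platelet-rich plasma)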;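 active means mean replicate score, as percent of positive control, at or above 50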
Numbers without * were called inactive; i = inactive; · = not tested or not shown. Only part of the results is shown (hit frequency here may not be typical).

Every second line gives: hERG protect | KCNQ1 block | TRPC4 block | KCNQ1 pot | KCNK9 inh | DYRK1A inh | PolyA inh | Platelet DG rel | TRPC4 PAM | KCNK3 block | TRPC4 agonist
#1 C/C(CC(=O)Nc1ccc([N+](=O)[O-])cc1)=N\NC(=O)c1ccccc1O
    2 | i | i | i | i | · | i | -2 | i | i | i
#2 Cc1ccc(-c2nnc(N3CCN(C(=O)CN4CCOCC4)CC3)c3ccccc23)cc1
    -17 | i | i | i | i | 1 | i | -7 | i | i | i
#3 COc1ccc(C(CCNCc2ccc(OC)c(OC)c2)c2ccc(F)cc2)cc1 (stereo not given)
    -14 | i | i | i | i | -7 | i | 13 | i | i | i
#4 Cc1ccc(S(=O)(=O)N2CCN(C(=O)CN3CCOCC3)C2)cc1
    -10 | i | i | i | i | 11 | i | -1 | i | i | i
#5 CCOC(=O)C1(Cc2ccccc2C)CCCN(C(=O)c2ccoc2)C1 (stereo not given)
    -6 | i | i | i | i | 7 | i | -5 | i | i | i
#6 COc1ccc(N2C(=O)CSC2c2ccc(F)c(F)c2)cc1 (stereo not given)
    -6 | i | i | i | i | · | i | -4 | i | i | i
#7 COc1ccc(CN2C(=O)c3ccccc3C2C(=O)NC2CCCC(C)C2C)c(OC)c1 (stereo not given)
    -10 | i | i | i | i | -2 | i | 4 | i | i | i
#8 Cc1oc2ccc(OS(C)(=O)=O)cc2c1C(=O)OC(C)C
    -14 | i | i | i | i | 1 | i | -3 | i | i | i
#9 O=C(O)CCNS(=O)(=O)c1ccccc1
    -6 | i | i | i | i | 3 | i | -19 | i | i | i
#10 CCn1c(SCC(=O)N2CCCc3ccccc32)nnc1-c1ccoc1C
    -7 | i | i | i | i | -5 | i | 4 | i | i | i
#11 COc1cccc(N(CC(=O)N2CCN(C)CC2)S(=O)(=O)c2ccccc2)c1
    -8 | i | i | i | i | · | i | -3 | i | i | i
#12 O=c1[nH]c(CN2CCN(S(=O)(=O)/C=C/c3ccccc3)CC2)nc2ccccc12
    -1 | i | i | i | i | · | i | -1 | i | i | i
#13 COc1ccc(NS(=O)(=O)c2cccc(C(=O)NNC(=O)CNC(=O)c3ccc(C)cc3)c2)cc1
    -12 | i | i | i | i | 5 | i | 26 | i | i | i
#14 COc1cc(/C=C2\C(=N)N3N=C(S(C)(=O)=O)SC3=NC2=O)ccc1OCCOc1ccc(C)cc1
    0 | 10* | i | i | i | -3 | i | -1 | i | -9.1* | i
#15 Cc1cc(C(=O)N2CCCC(N3CCN(Cc4ccc5c(c4)OCO5)CC3)C2)n[nH]1 (stereo not given)
    -2 | i | i | i | i | 3 | i | -4 | i | i | i
#16 CC1CCN(C(=O)c2ccc(N3C(=O)C4CCC(C)CC4C3=O)cc2)CC1 (stereo not given)
    0 | i | i | i | i | · | i | 0 | i | i | i
#17 Cc1ccccc1-c1nnn(CC(=O)Nc2ccc3c(c2)OCO3)n1
    1 | i | i | i | i | · | i | 0 | i | i | i
#18 Cc1onc(-c2ccccc2Cl)c1C(=O)OCC(=O)c1c(N)n(C)c(=O)n(C)c1=O
    -14 | i | i | i | i | 6 | i | -3 | i | i | i
#19 O=C(O)c1ccc(CNC(=O)c2ccc(C(F)(F)F)cc2)cc1
    -11 | i | i | i | i | -2 | i | -2 | i | i | i
#20 Oc1cccc(/C=N/n2c(C3CCCCC3)n[nH]c2=S)c1
    -11 | i | i | i | i | 11 | i | 2 | i | i | i
#21 CCOC(=O)CSc1n[nH]c(-c2cccnc2)n1
    -3 | i | i | i | i | -1 | i | -4 | i | i | i
#22 O=S1(=O)C=CC(Nc2ccccc2)C1 (stereo not given)
    -8 | i | i | i | i | -1 | i | 0 | i | i | i
#23 Cc1ccc(OCC(=O)Nc2nnc(-c3ccco3)s2)cc1
    -8 | i | i | i | i | -3 | i | -3 | i | i | i
#24 CCOCCCNC(=O)c1cc2sc(Cl)cc2n1CC
    -5 | i | i | i | i | 1 | i | 3 | i | i | i
#25 CCNC(=O)CSc1nc2ccccc2c(=O)n1-c1cc(OC)ccc1OC
    -5 | i | i | i | i | 0 | i | 13 | i | i | i
#26 Cc1ccc(CN2CCN(C(=O)c3cccc4ccccc34)CC2)cc1
    -11 | i | i | i | i | 1 | i | -4 | i | i | i
#27 CN(Cc1ccc(Cl)cc1)C(=O)CCl
    -13 | i | i | i | i | 0 | i | -4 | i | i | i
#28 O=C(CCc1nc2ccccc2c(=O)[nH]1)OCc1ccc(Cl)cc1Cl
    -4 | i | i | i | i | -3 | i | -20 | i | i | i
#29 Cc1nnc(N/N=C/c2cccs2)[nH]c1=O
    -13 | i | i | i | i | 4 | i | 5 | i | i | i
#30 CC1CCCN(C(=O)CNC(=O)Cn2ccc3ccccc3c2=O)C1 (stereo not given)
    -15 | i | i | i | i | 1 | i | 6 | i | i | i
#31 Nn1c(COc2ccccc2)nnc1SC(F)F
    -7 | i | i | i | i | -4 | i | -3 | i | i | i
#32 Cc1c(NC(=O)CN2C(=O)NC(C)(c3ccccc3Cl)C2=O)c(=O)n(-c2ccccc2)n1C (stereo not given)
    -6 | i | i | i | i | -7 | i | 14 | i | i | i
#33 O=C(CCNC(=O)c1ccc(Br)cc1)OCc1ccccc1Cl
    -23 | i | i | i | i | · | i | 9 | i | i | i
#34 N#C/C(=C\c1cccc(O)c1)C(=O)N1CCCCC1
    -8 | i | i | i | i | 1 | i | 7 | i | i | i
#35 CC(=O)Nc1cccc(NC(=O)c2cccc3cccnc23)c1
    -18 | i | i | i | i | 25 | i | -4 | i | i | i
#36 COc1ccccc1-c1noc2ncnc(Nc3cccc(C)c3)c12
    -6 | i | i | i | i | 1 | i | 1 | i | i | i
#37 CCCn1ncc(CN2CCC(n3nccc3NC(=O)CCc3ccccc3)CC2)c1C
    -2 | i | i | i | i | -9 | i | 4 | i | i | 100*
#38 COc1ccc(C2C(C(=O)c3ccco3)=C(O)C(=O)N2Cc2cccnc2)cc1OC (stereo not given)
    0 | i | i | i | i | -3 | i | -3 | i | -9.3* | i
#39 O=C(Nc1ccc(S(=O)(=O)N2CCOCC2)cc1)c1ccc2ncsc2c1
    -8 | i | i | i | i | 28 | i | 6 | i | i | i
#40 Cc1cc(C)c2c(=O)[nH]c(SCC(=O)c3ccc(F)c(C)c3)nc2n1
    -12 | i | i | i | i | 1 | i | -2 | i | i | i
#41 COc1cc(OC)cc(C(=O)Nc2cccc3ccccc23)c1
    -4 | i | i | i | i | 5 | i | 5 | i | i | i
#42 CCC(C)Sc1nc(C)nc2c1c(=O)n(C)c(=O)n2C (stereo not given)
    -10 | i | i | i | i | -2 | i | -4 | i | i | i
#43 COc1ccccc1-c1nnc(SC(C)C(=O)O)n1-c1ccccc1 (stereo not given)
    -4 | i | i | i | i | 15 | i | -13 | i | i | i
#44 COc1ccccc1NC(=O)CN(C)S(=O)(=O)c1cc(C)ccc1OC
    -12 | i | i | i | i | 7 | i | -6 | i | i | i
#45 O=C(CN1CCN(c2ccccn2)CC1)Nc1ccc(F)cc1
    -7 | i | i | i | i | 9 | i | 0 | i | i | i
#46 Cc1ccc(C)c(NS(=O)(=O)c2c(C)nn(C)c2C)c1
    -4 | i | i | i | i | -5 | i | 1 | i | i | i
#47 CNC(=O)Nc1ccc(C2SCCS2)cc1
    -10 | i | i | i | i | 0 | i | 4 | i | i | i
#48 O=C(C1CCCN(S(=O)(=O)c2cccnc2)C1)N1CCn2c1nc1ccccc12 (stereo not given)
    -6 | i | i | i | i | 7 | i | 3 | i | i | i
#49 Cc1nc2sc3c(O)cc(=O)[nH]c3c2c(C)c1C
    -2 | i | i | i | i | 25 | i | 1 | i | i | i
#50 CCn1c(SCC(N)=O)nnc1C(C)C
    -6 | i | i | i | i | 1 | i | -2 | i | i | i
#51 Cc1ccc(NC(=O)c2cccc(Cl)c2)nc1
    -8 | i | i | i | i | 8 | i | -17 | i | i | i
#52 N#CC(Cc1ccc(OC(F)F)cc1)c1nc2ccccc2[nH]1 (stereo not given)
    -12 | i | i | i | i | -6 | i | 1 | i | i | i
#53 COc1ccc(S(=O)(=O)NCCN2CCOCC2)c(C)c1C
    0 | i | i | i | i | 5 | i | -2 | i | i | i
#54 CC(=O)CCC(=O)NCCc1ccccc1F
    -5 | i | i | i | i | 0 | i | 10 | i | i | i
#55 CC(C)(C)NC(=O)CN1C(=O)/C(=C/c2ccccc2)SC1=S
    -1 | i | i | i | i | 3 | i | 17 | i | i | i
#56 COc1ccccc1CC(=O)NC12CC3CC(CC(C3)C1)C2
    -5 | i | i | i | i | 1 | i | 3 | i | i | i
